# GPR55 beta-arrestin – selective activators of receptor GPR55 – imaging, U2OS cells, beta-arrestin-GFP redistribution, primary screen (AID 1961). U2OS GPR55 beta-arrestin-GFP redistribution imaging; higher % means a stronger effect. activation, % at 10 µM; hits with a dose series show EC50 in µM. actives 0.048% (n = 290,000);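 active means activation above 40% with more than 50 cells counted in the well; inconclusive means wells holding fewer than 50 cells, flagged as toxic or sparse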;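 further: U2OS osteosarcoma cells stably expressing GPR55 and beta-arrestin-GFP; plate controls were DMSO negative control for no effect and LPI positive control for full effect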
# AID2073 – inhibitors of Mint1-CaV2.2 protein interaction, biochemical, HTRF (AID 2073); HTRF protein-protein interaction, Mint1-CaV2.2; higher % means a stronger effect; inhibition, % at 20 µM, or IC50 in µM where a hit was titrated; actives 0.19% (n = 290,000); in the data active means inhibition mostly above about 51%, no sharp cut-off; inconclusive means no clear call, values can overlap the other calls; inactive means mostly below about 53%; further: some results filed as inactive read as strong as hits
# M17LAP inhibition – P. falciparum M17LAP inhibitors, primary screen, biochemical, fluorogenic H-Leu-NHMec substrate, 1536-well (AID 1619) | recombinant M17LAP, H-Leu-NHMec fluorogenic kinetic assay; higher % means a stronger effect | inhibition, % at 30 µM, or IC50 in µM where a hit was titrated | actives 0.38% (n = 220,000);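 active means compound inhibiting the enzyme by more than half at any dose during confirmatory dose-response retesting; inconclusive means strong single-dose inhibitors picked by rank but not retested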;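 further: plate controls were full reaction with DMSO carrier for no effect and no enzyme background for full effect; strong numbers were not always called active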
# HEK293 NOD2/NF-kB – NOD2 signaling inhibitors, cell-based, luminescence, uHTS, HEK293 (AID 1566) | HEK293 NOD2/NF-kB luciferase reporter, luminescence; higher % means a stronger effect | one-dose inhibition, % at 4 µM; EC50 in µM for titrated hits | actives 0.63% (n = 290,000); further: many of its hits are not listed in these tables
# Dynein transport – dynein cargo transport inhibition. 3617.4 mouse cells, GR-EGFP nuclear translocation imaging; test concentration mostly 20 µM; stimulated with dexamethasone, 1 µM; active compounds read low. z-score, hits read low. actives 0.47% (n = 220,000). AID 1381;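 active means plate z-score of nuclear minus cytoplasmic receptor signal below a set negative limit, without overly bright fluorescence or cell loss, cut at about -3.5 in these data, passing the limit was not always enough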;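 further: z-score of nuclear minus cytoplasmic ring GR-EGFP intensity difference per well; some compounds called inactive have numbers as strong as hits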
#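 Buffer or medium: tet-free, stripped-serum medium; reagent: dexamethasone at 1.0 µM final, 30 min; incubation: 48 h induction, 1 h compound, 30 min dex at 37 °C; measured by: formaldehyde fixation, Hoechst nuclear stain, 10x automated fluorescence imaging; read-out: nuclear-to-cytoplasmic GR-EGFP distribution per well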
# NOD1 NF-kB reporter – inhibition of NOD1-driven NF-kB reporter – cell-based, luminescence, uHTS, primary screen (AID 1578); NOD1-driven NF-kB luciferase reporter cells, luminescence; higher % means a stronger effect; inhibition, % at 4 µM, or EC50 in µM where a hit was titrated; actives 1% (n = 290,000); in the data active means inhibition mostly above about 36%, no sharp cut-off; inactive means mostly below about 34%;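 further: HEK-293T reporter cells stimulated with the NOD1 agonist gamma-tri-DAP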
# KOR beta-arrestin-1 – KOR agonists, beta-arrestin recruitment, primary screen, cell-based, luminescence, uHTS (AID 1777) | KOR beta-arrestin recruitment, luminescence; higher % means a stronger effect | one-dose activation, % at 10 µM; EC50 in µM for titrated hits | actives 0.02% (n = 280,000); in the data active means activation above about 50%, passing the limit was not always enough; further: a part of the inactive calls stands beside numbers as strong as those of hits
# M1AAP inhibition – P. falciparum M1AAP inhibitors, biochemical, fluorogenic H-Leu-NHMec substrate, 1536-well (AID 1445); recombinant M1AAP, H-Leu-NHMec fluorogenic kinetic assay; higher % means a stronger effect; one-dose inhibition, % at 30 µM; IC50 in µM for titrated hits; actives 0.42% (n = 220,000);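 active means primary inhibition above the hit cutoff, then over 50% inhibition at one or more dose response concentrations, cut at about 23% in these data, passing the limit was not always enough; inconclusive means conflicting primary data, or primary hits not chosen for dose response; inactive means low primary inhibition, or under 50% at every dose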;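 further: plate controls were DMSO full reaction for no effect and no enzyme background for full effect; strong numbers were not always called active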
# KOR beta-arrestin-2 – KOR antagonists, beta-arrestin recruitment, cell-based, luminescence, uHTS (AID 1778). KOR beta-arrestin recruitment, luminescence, antagonist mode; higher % means a stronger effect. inhibition, % at 10 µM; hits with a dose series show IC50 in µM. actives 0.091% (n = 290,000); further: strong numbers were not always called active
# Dynein transport cytoplasmic EGFP – second read-out of Dynein transport, no call of its own (marks repeat the call); z-score; measured here: cytoplasmic GR-EGFP intensity; active compounds read high
# Dynein transport nuclear GR-EGFP – further read-out of Dynein transport, marked with its call; z-score; measured here: nuclear GR-EGFP intensity;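 lower value marks the stronger effect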
# Dynein transport cell count – further read-out of Dynein transport, marked with its call; z-score; measured here: cell count per field
# * = called active by the depositor; u = inconclusive; x = not tested or not shown; [ ] = another dose, or the depositor's remark. Unless noted, no stated cut-off is given here; in the data, active means inhibition above about 50%; inactive means the rest. An excerpt, so the mix of outcomes need not match the whole.
# Results follow in this order: GPR55 beta-arrestin	AID2073	M17LAP inhibition	HEK293 NOD2/NF-kB	Dynein transport	Dynein transport cytoplasmic EGFP	Dynein transport nuclear GR-EGFP	Dynein transport cell count	NOD1 NF-kB reporter	KOR beta-arrestin-1	M1AAP inhibition	KOR beta-arrestin-2
> COC(=O)C(CO)Nc1ncnc2onc(-c3ccc(F)cc3)c12 (centres undefined)
 : -0.1%	6%	x	-20%	x	x	x	x	-8%	-1.1%	x	-24%
> O=C(N/C(=C/c1cccs1)C(=O)N1CCCCCC1)c1ccccc1
 : -0.4%	-5%	7%	13%	-0.22	-0.21	0.26	-0.68	15%	4.5%	13%	-34%
> O=c1/c(=C/c2ccc(O)c([N+](=O)[O-])c2)sc2nc3ccccc3n12
 : -0.1%	3%	4%	-71%	2.1	-0.21	0.63	-0.32	-51%	-2.6%	20%	-18%
> O=[N+]([O-])c1cccc(CSc2cccc[n+]2[O-])c1
 : 0.2%	6%	10%	7%	0.82	-0.15	0.46	-0.15	-24%	-2.9%	0%	17%
> O=C(OCC(=O)c1c[nH]c2ccccc12)c1cccc(S(=O)(=O)N2CCCCCC2)c1
 : -0.1%	18%	3%	2%	-1.3	-0.22	-0.47	1.8	-9%	1.5%	1%	10%
> OC1CCN(c2cc(-c3ccccc3)nc3cc(-c4ccc(F)cc4)nn23)CC1
 : -0.1%	27%	-5%	30%	-0.12	-0.33	-0.27	0.03	-12%	-8.3%	9%	-9%[20 µM]
> O=C(c1ccc2c(=O)n(C3CCCC3)c(=S)[nH]c2c1)N1CCN(C2CCCCC2)CC1
 : 0.3%	-23%	-3%	21%	-1	-0.29	-0.4	0.32	-16%	5.8%	5%	-7%
> COc1ccc(NC(=O)C(NC(=O)c2ccccc2)C(C)C)cc1 (centres undefined)
 : -0.1%	4%	0%	-1%	0.13	0.16	0.37	0.61	-4%	x	-4%	20%
> CC1CC(=O)NN1C(=O)c1ccccc1 (centres undefined)
 : 0.1%	1%	7%	20%	-0.052	-0.19	0.024	0.33	-6%	2.5%	-3%	40%
> CCCN(CCC)CCCNC(=S)Nc1ccc2nc3n(c(=O)c2c1)CCCCC3
 : 0.4%	-3%	-19%	9%	-0.38	-0.25	-0.65	0.15	-30%	4.6%	6%	8%
> COc1cc(O)oc1C=Nc1ccc(C(F)(F)F)cc1
 : 0.2%	-1%	21%	-37%	0.18	-0.19	-0.13	0.5	-4%	3.5%	11%	-5%
> Cc1cc(S(=O)(=O)N2CCN=C2c2ccccc2)c(C)cc1Cl
 : -0.2%	0%	1%	2%	-0.3	-0.28	-0.26	0.4	-10%	3.3%	-1%	13%
> CCC(c1nnnn1CC1CCCO1)N(CCCO)Cc1cc2cccc(C)c2[nH]c1=O (centres undefined)
 : -0.1%	-4%	3%	5%	1	-0.34	0.52	0.13	-6%	-4.9%	-2%	-12%
> CCN(C(=O)c1ccco1)c1nnc(-c2ccc(OC)cc2)s1
 : 0.1%	14%	26%	-35%	0.57	-0.23	0.17	0.6	-51%	24%	0%	17%
> CC(C)(c1ccccc1)c1ccc(OCC(O)CN2CCCC2)cc1 (centres undefined)
 : -0.1%	-7%	x	-22%	x	x	x	x	-29%	1.6%	x	-109%[20 µM]
> CCOc1ccc2[nH]c(=O)c(C(c3nnnn3C3CCCCC3)N3CCN(CC)CC3)cc2c1 (centres undefined)
 : 1.4%	-6%	-91%	12%	-0.22	-0.18	0.14	0.4	-16%	14%	5%	14%
> Cc1ccccc1C(=O)NNC(=S)NC(=O)c1cccs1
 : -0.1%	-5%	x	36%	x	x	x	x	-6%	9.9%	x	21%
> O=C(NCC1CCCO1)/C(=C\c1cccs1)NC(=O)c1ccccc1 (centres undefined)
 : 0.1%	2%	16%	-5%	0.14	-0.23	0.42	0.3	-27%	1.0%	8%	-5%
> Cc1cc(-c2ccccc2)nc(Oc2cccc(C(F)(F)F)c2)c1S(C)(=O)=O
 : 0.2%	9%	-2%	17%	-0.4	-0.21	-0.35	0.28	-19%	2.4%	0%	0%
> Cc1cc(C)cc(C(=O)N2CCCCCC2)c1
 : -0.1%	2%	-1%	8%	-0.19	-0.27	-0.14	0.64	11%	-5.7%	0%	16%
> O=C(Nc1ccc(-n2nncc2-c2ccco2)cc1)c1cccc(F)c1
 : -0.3%	33%	0%	-1%	-1.2	-0.32	-0.93	0.17	-18%	-1.3%	2%	14%
> COc1ccc(NC(=S)N2CCNC(=O)C2CC(=O)Nc2ccc(C)cc2)cc1 (centres undefined)
 : -0.3%	-23%	11%	3%	0.84	-0.08	0.38	-0.92	-20%	-3.1%	8%	26%
> Cc1ccc(S(=O)(=O)N2CCC(=O)N(C(COCc3cccc(Cl)c3)Cc3ccccc3)CC2)cc1 (centres undefined)
 : -0.2%	-4%	12%	-10%	0.2	-0.11	0.42	0.5	-13%	2.4%	7%	-39%
> CCCCC#Cc1cncc(C(=O)N/N=C/c2cccc(OC)c2)c1
 : 0.4%	4%	8%	17%	-0.19	-0.19	-0.2	-0.23	1%	1.7%	4%	-22%
> O=C(Nc1cccc(Cl)c1N1CCCC1)c1ccco1
 : -0.2%	46%	x	2%	x	x	x	x	32%	7.1%	x	-22%
> COc1ccc(S(=O)(=O)NN(C)C)cc1N(C)S(=O)(=O)c1ccc(Cl)cc1
 : -0.2%	0%	-1%	3%	0.81	0.58	0.6	-0.27	-35%	-1.7%	12%	26%
> CN(CC(=O)NCCC1=CCCCC1)S(=O)(=O)c1ccc2c(c1)CCC(=O)N2
 : -0.3%	-1%	8%	4%	-0.065	-0.11	0.1	-0.64	-24%	-2.5%	3%	-25%
> O=C(CCC(=O)c1ccc(Cl)cc1)OCC(=O)c1ccccc1
 : -0.1%	19%	-3%	2%	-0.43	-0.21	-0.44	0.51	11%	-4.5%	-1%	-3%
> NNC(=O)c1ccccc1-n1cccc1
 : 0.1%	5%	-2%	-2%	0.53	-0.36	0.5	-0.9	-27%	-6.5%	-3%	7%
> O=C(CN1C(=O)c2cccnc2Oc2ccc(Cl)cc21)N1CCCCCC1
 : -0.2%	5%	x	18%	x	x	x	x	-4%	5.5%	x	8%

# More entries follow.
# Results follow in this order: GPR55 beta-arrestin	AID2073	M17LAP inhibition	HEK293 NOD2/NF-kB	Dynein transport	Dynein transport cytoplasmic EGFP	Dynein transport nuclear GR-EGFP	Dynein transport cell count	NOD1 NF-kB reporter	KOR beta-arrestin-1	M1AAP inhibition	KOR beta-arrestin-2
> O=C(c1cc2ccccc2cc1O)N1CCCC(C(F)(F)F)C1 (centres undefined)
 : 0.0%	1%	x	13%	x	x	x	x	5%	2.7%	x	-13%
> COc1ccc(C(=O)c2ccc(OC)c(Br)c2)cc1Br
 : -0.1%	18%	-6%	4%	-1.1	-0.29	-0.74	1.5	-19%	-2.0%	-2%	-14%
> CN1CCc2c(sc3c2C(=O)NC(c2ccc(-c4ccc(Cl)cc4)o2)N3)C1 (centres undefined)
 : -0.2%	8%	5%	-6%	0.0071	0.13	0.042	0.12	-4%	0.3%	3%	-7%
> COc1ccc(-n2ncc3c(SCC(=O)N4CCN(c5ccccc5OC)CC4)ncnc32)cc1
 : -0.4%	11%	9%	26%	-0.88	0.52	-0.086	0.023	28%	-0.8%	10%	-26%
> COC(=O)c1nc(N)sc1-c1ccc(Cl)cc1
 : -0.5%	2%	-8%	5%	-0.61	-0.23	-0.37	0.9	-53%	1.1%	8%	-5%
> NC(=O)C1CCN(C(=O)CC(c2ccccc2)c2ccccc2)CC1
 : -0.1%	4%	x	1%	x	x	x	x	-5%	4.7%	x	6%
> Cc1c(Cl)cccc1NC(=O)C1CCN(S(C)(=O)=O)CC1
 : -0.1%	4%	-1%	29%	1.5	-0.011	1.5	-2.1	-32%	x	3%	-16%[20 µM]
> Cc1ccc(NC(=O)Cc2nnc(SCC(=O)c3ccc(Br)cc3)n2C)cc1
 : -0.1%	-7%	10%	6%	2.6	-0.16	2	-1.2	-7%	-9.5%	1%	21%
> CC(=O)Nc1ccc(NC(=O)CN(C)S(=O)(=O)c2ccc3nc(C)sc3c2)cc1
 : -0.5%	u	9%	3%	0.26	-0.21	-0.12	0.22	-24%	4.7%	4%	-2%
> Cc1ccc(C)c(NC(=O)COC(=O)Cc2ccsc2)c1
 : -0.6%	-2%	12%	8%	0.16	-0.25	0.1	0.87	-13%	-1.0%	-2%	8%
> Cc1ccc2cc3c(N)c(C(=O)Nc4c(C)[nH]c(=O)[nH]c4=O)sc3nc2c1
 : 0.1%	12%	2%	10%	0.54	0.2	0.57	-1	-8%	0.5%	2%	28%
> CC1=C(C)C(OCCCl)N(c2cc(O)c(Cl)cc2F)C1=O (centres undefined)
 : 0.3%	-16%	7%	3%	-0.3	0.32	-0.14	0.89	-7%	2.5%	7%	-4%
> Clc1ccc(-c2cc(-c3nnc4n3CCCCC4)c3ccccc3n2)cc1
 : 0.3%	5%	7%	5%	-0.89	-0.24	-0.16	0.69	4%	2.2%	3%	1%
> O=C(COC(=O)c1ccccn1)c1ccc([N+](=O)[O-])cc1
 : 0.0%	-41%	x	-6%	x	x	x	x	-21%	-1.7%	x	13%
> N#C/C(=C\c1c(N2CCC(C(N)=O)CC2)nc2ccccn2c1=O)C(=O)NC1CCCCC1
 : -0.2%	15%	x	-17%	x	x	x	x	-42%	1.6%	x	-14%
> COc1ccc(CN2C(=O)c3ccc(C(=O)O)cc3C2=O)cc1
 : 0.0%	15%	x	-8%	x	x	x	x	-3%	-4.9%	x	32%
> Cc1cc(N)c2cc(NC(=O)/C=C/c3ccccc3Cl)ccc2n1
 : 0.3%	24%	1%	10%	-6.6	0.43	-2.9	-4.8	-7%	7.5%	8%	-57%
> COC(=O)Nc1ccc(S(=O)(=O)N2CCC(C(=O)N3CCCCC3C)CC2)cc1 (centres undefined)
 : -0.2%	4%	-6%	4%	-0.68	-0.33	0.00071	0.91	-30%	-3.8%	3%	-7%
> Oc1ccc(Br)cc1C=Nc1ccc2c3c(cccc13)CC2
 : 0.6%	54%*	-11%	-1%	-0.031	1.4	-0.23	-0.25	101%*	-1.7%	9%	-8%

# From PubChem
